# Source: PubChem
# phage Ecoli inh: E. coli growth loss with phage present | inhibition, % at 11.9 µM | growth absorbance | 360,000 tested, 0.26% active; in the data active means inhibition above about 11%
# CAL PDZ inh: inhibitors of human CAL PDZ peptide binding | 330,000 tested, 0.02% active | Q9HD26 | purified CAL PDZ, TMR-peptide fluorescence polarization, 1 h | AID 504414 | inhibition, % at 20 µM;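 active means highest replicate inhibition of at least 40%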;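 further: plate controls were DMSO neutral control wells for no effect and unlabeled competitor peptide control wells for full effect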
#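 Assay system – tagged CAL PDZ protein CerCALP, purified · Timing – 1 h at RT · Compound – single point, 20 µM · Measured by – fluorescence polarization from S- and P-plane intensities, G-factor corrected · Evaluation – inhibition from polarization loss · Probe or stimulus – TMR reporter peptide T*-PRC34 · Buffer or medium – pH 7.4 phosphate-saline buffer, reducing agent, detergent, IgG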
# Tat export inh: blocks Tat-dependent protein export in E. coli; E. coli MC4100 TorA-mCherry Tat export, fluorescence; inhibition, % at 10 µM; 340,000 tested, 0.036% active;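 active means mean replicate inhibition at least 50% and at least half of replicates individually reaching 50%; inconclusive means only one of the two criteria met; inactive means neither criterion met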;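 further: exported cargo escapes ClpAP degradation while cytoplasmic cargo is degraded and loses fluorescence; 0% = median of neutral control wells and 100% = median of NaSCN control wells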
# PvdQ acylase: blocks Pseudomonas aeruginosa PvdQ acylase activity | purified PvdQ acylase, fluorescence plate reader | inhibition, % at 10 µM | 340,000 tested, 0.063% active; in the data active means inhibition above about 30%, passing the limit was not always enough; inconclusive means no clear call, values can overlap the other calls;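 further: 0% = vehicle neutral wells and 100% = reference inhibitor wells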
# Rtt109 Vps75: inhibitors of Candida albicans Rtt109/Vps75 histone acetyltransferase; Q5AAJ8; 330,000 tested, 0.16% active; inhibition, % at 34.9 µM; purified Rtt109/Vps75, ThioGlo CoA-SH fluorescence, 4 h; AID 540336;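 active means inhibition of at least 50% in every replicate; inconclusive means best replicate reaches 50% inhibition but some replicates fall short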
# Target sequence (Q5AAJ8 whole entry, looked up): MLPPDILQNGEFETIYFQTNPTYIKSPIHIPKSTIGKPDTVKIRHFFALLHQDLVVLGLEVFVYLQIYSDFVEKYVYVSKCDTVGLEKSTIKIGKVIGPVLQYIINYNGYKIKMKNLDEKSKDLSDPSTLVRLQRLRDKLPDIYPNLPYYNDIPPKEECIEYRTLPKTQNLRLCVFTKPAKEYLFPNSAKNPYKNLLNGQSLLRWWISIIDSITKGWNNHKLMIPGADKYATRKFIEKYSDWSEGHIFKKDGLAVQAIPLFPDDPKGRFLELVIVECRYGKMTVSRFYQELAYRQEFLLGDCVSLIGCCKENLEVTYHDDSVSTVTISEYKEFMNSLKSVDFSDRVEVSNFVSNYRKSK
# Wnt bcat act: activators of Wnt/beta-catenin signaling; Wnt/beta-catenin reporter cell assay, activator, plate reader; activation, % at 9.35 µM; 300,000 tested, 1.2% active; in the data active means activation above about 30%, passing the limit was not always enough; inconclusive means no clear call, values can overlap the other calls;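 further: 0% = neutral control wells and 100% = positive control wells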
# E coli growth: bacterial growth inhibition, counter-screen for AddAB inhibitors. E. coli V3065 growth, OD600 absorbance, 18 h. 330,000 tested, 0.27% active. AID 449728. inhibition, % at 11.9 µM;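 active means inhibition above the campaign's mean inhibition across all tested compounds plus 3 SD, cut at about 9.9% in these data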;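 further: uninfected addAB+ strain grown without phage in ampicillin broth; 0% = DMSO wells and 100% = ciprofloxacin 0.95 µg/ml wells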
# DAGLB inh: diacylglycerol lipase beta (human) inhibition; Q8NCG7; HEK293T DAGLB membrane lysate, EnzChek fluorogenic substrate; inhibition, % at 5.17 µM; 340,000 tested, 0.059% active; AID 504411; in the data active means inhibition above about 34%;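 further: 0% = enzyme with vehicle and 100% = wells lacking enzyme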
# Target sequence (Q8NCG7 whole entry, looked up): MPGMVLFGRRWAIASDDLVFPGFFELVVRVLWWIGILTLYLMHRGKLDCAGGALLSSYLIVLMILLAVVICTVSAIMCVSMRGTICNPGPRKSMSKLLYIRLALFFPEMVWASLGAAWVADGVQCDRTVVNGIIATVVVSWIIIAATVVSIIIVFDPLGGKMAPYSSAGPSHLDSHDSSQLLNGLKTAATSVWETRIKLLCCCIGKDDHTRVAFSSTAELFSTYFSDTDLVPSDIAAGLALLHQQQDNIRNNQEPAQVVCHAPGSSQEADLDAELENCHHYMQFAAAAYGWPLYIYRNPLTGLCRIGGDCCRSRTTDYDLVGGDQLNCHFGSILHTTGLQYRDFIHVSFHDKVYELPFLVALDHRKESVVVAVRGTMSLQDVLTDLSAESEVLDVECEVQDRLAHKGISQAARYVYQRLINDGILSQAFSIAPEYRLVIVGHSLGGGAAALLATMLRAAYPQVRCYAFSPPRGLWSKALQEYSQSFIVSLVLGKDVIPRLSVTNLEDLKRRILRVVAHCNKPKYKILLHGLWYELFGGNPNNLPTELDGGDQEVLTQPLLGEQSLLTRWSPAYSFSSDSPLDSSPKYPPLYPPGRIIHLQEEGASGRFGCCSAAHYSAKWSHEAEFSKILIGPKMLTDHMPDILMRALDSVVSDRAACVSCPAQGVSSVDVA
# PfHsp90 set2: inhibits growth of yeast expressing Plasmodium falciparum Hsp90. S. cerevisiae expressing PfHsp90, BacTiter-Glo ATP, 48 h; yeast lacking PDR1 and PDR3 efflux regulators. inhibition, % at 9.4 µM. AID 504621. 310,000 tested, 0.32% active;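 active means every replicate shows inhibition above about 80%, whatever the replicate mean, limit read from the data; inconclusive means mean inhibition reaches the set limit but some replicate falls short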;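 further: 0% = DMSO neutral controls and 100% = 20 µM radicicol positive controls; yeast relying on Plasmodium falciparum Hsp90 in place of its own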
# AddAB inh: less growth of phage-infected E. coli with AddAB; E. coli expressing H. pylori AddAB, absorbance growth; 330,000 tested, 0.29% active; AID 435030; inhibition, % at 11.9 µM; in the data active means inhibition above about 12%;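 further: 0% = vehicle wells of infected cells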
# The depositor's hits bear a star; ? = inconclusive; · = no result given. Random draw from the library. Share with any hit: about 1.9%.
SMILES,phage Ecoli inh,CAL PDZ inh,Tat export inh,PvdQ acylase,Rtt109 Vps75,Wnt bcat act,E coli growth,DAGLB inh,PfHsp90 set2,AddAB inh
COc1ccc(CC(=O)NC(CC(=O)O)c2ccc(OC)cc2)cc1 (stereo not given),1.9,·,3.7,-9.2,4.2,-0.6,0.3,-1.1,-27.3,1.6
CCn1cc(S(=O)(=O)NCc2ccc3c(c2)OCO3)cn1,2.0,-0.3,-10.8,4.2,-0.5,0.4,0.2,-0.4,-0.9,-1.0
COc1ccc(/C=C/C(O)=C2/C(=O)N(C)C3(C)CC2c2ccccc2O3)cc1 (stereo not given),6.7,-3.4,-3.8,-8.8,-6.9,-7.4,0.9,-6.6,9.9,0.0
Cc1ccc(-n2nc(C)c(NS(=O)(=O)c3ccccc3)c2C)cc1C,0.3,0.1,7.3,4.5,10.7,·,-1.3,-1.8,4.8,0.6
CC(=O)c1ccc(N2CCN(C(=O)C3CCCN(S(=O)(=O)c4cnc[nH]4)C3)CC2)cc1 (stereo not given),1.6,-0.2,2.4,-2.4,-8.8,·,0.9,2.2,10.7,-0.7
CCOC(=O)C1=C(Nc2ccccc2)CC(C)(O)C(C(=O)OCC)C1c1ccc(Br)cc1 (stereo not given),2.2,-0.2,10.9,-15.8,-0.3,-1.3,-0.3,-1.2,8.0,2.3
Cc1ccc(Nc2nc(N)c([N+](=O)[O-])c(NCCO)n2)cc1C,1.5,-0.2,0.4,8.5,-2.3,9.0,-2.0,-0.4,6.8,0.8
COCCNC(=O)C(c1ccc(F)cc1)N(C(=O)CCC(=O)Nc1ccccn1)c1ccc(C)cc1 (stereo not given),-0.5,-1.4,-4.4,-17.0,-2.4,-0.9,-1.3,2.1,4.1,3.1
O=C(CN1CCN(c2ccc(F)cc2)CC1)Nc1nccs1,-1.6,-0.1,-5.0,-18.6,-2.1,3.9,-1.0,-1.9,7.8,-0.2
CC1(C)C2CCC1(CS(=O)(=O)Nc1ccc(S(=O)(=O)NC3CCCCC3)cc1)C(=O)C2 (stereo not given),3.6,-0.8,8.2,-6.8,5.4,·,2.2,-1.8,-16.0,-0.8
O=C(O)C1CSC(c2ccco2)N1 (stereo not given),4.2,0.0,4.6,-7.8,21.6,-3.1,0.0,1.0,-23.6,1.0
COc1cccc(CNn2c(-c3cccc(C)c3)nc3ccccc3c2=O)c1,-0.6,-2.7,1.5,-13.3,-4.0,·,1.4,-13.3,24.3,-1.2
O=S(=O)(Cc1ccc(Cl)cc1)c1ccccc1-c1nnc(-c2ccc(Cl)cc2)o1,0.5,0.2,0.5,0.6,-4.7,·,1.6,-3.2,24.9,4.2
CC(C)C(Nc1ccc(C(F)(F)F)cc1[N+](=O)[O-])C(=O)O (stereo not given),0.8,-1.6,-1.1,0.1,-2.7,4.1,0.9,0.8,-9.0,-0.9
COc1cc(OC)c(NC(=O)CN(C)S(=O)(=O)c2ccc3[nH]c(=O)oc3c2)cc1Cl,0.5,-3.1,-3.8,8.0,15.9,-0.4,1.9,3.7,8.6,3.7
CCN1C(=O)/C(=C/c2nc3ccccc3c(=O)n2-c2ccccc2)c2ccccc21,1.6,-1.6,3.2,-9.0,11.1,·,1.9,3.4,-7.3,3.0
COCCN(C(=O)COC(=O)C1CC1C)c1c(N)n(Cc2ccccc2)c(=O)[nH]c1=O (stereo not given),0.2,-0.1,-1.7,-6.5,-6.3,-2.8,0.6,0.5,-13.2,1.0
CN1C(=O)N(C)C(c2cccc([N+](=O)[O-])c2)C2=C1CCCC2=O (stereo not given),2.2,-3.2,-5.3,-4.1,-0.5,26.1,1.4,0.3,5.8,5.4
CC(=O)C1CCCN(C(=O)c2ccc3nc(Cc4cccc(Cl)c4)oc3c2)C1 (stereo not given),0.4,-0.7,6.7,-7.6,2.9,-1.8,-1.7,-1.4,-45.5,2.3
O=C(C1CCCN(S(=O)(=O)c2cnc[nH]2)C1)N1CC(=O)N(CCc2ccccc2)C(=O)C1 (stereo not given),·,-0.2,-0.9,4.6,8.9,-1.9,1.5,-0.4,1.2,2.8
CC(C)CN(C(=O)CN1C(=O)C2CCCCC2C1=O)c1c(N)n(Cc2ccccc2)c(=O)[nH]c1=O (stereo not given),0.4,-1.2,2.2,-13.0,9.2,-0.2,-0.2,-2.4,11.6,0.6
CC(CCc1ccccc1)NC(=O)COC(=O)c1cccn1C (stereo not given),0.1,-1.5,2.3,-18.9,6.9,4.2,-0.7,1.3,14.2,0.5
O=C(N/C(=C/c1cccs1)C(=O)N1CCOCC1)c1ccccc1,2.2,-2.0,0.5,-13.2,2.7,2.0,1.0,0.1,-4.8,1.1
O=C(CN1C(=O)CSc2cc(S(=O)(=O)N3CCCCCC3)ccc21)NCCc1ccccc1,0.4,-1.7,1.0,-7.8,5.2,·,-2.0,1.2,9.5,1.9
O=C1NC(=S)SC1=C1CCCCCC1,1.4,-0.6,3.8,1.9,11.0,·,1.8,5.5,-20.1,0.0
CCOC(=O)C(CC)n1cnc2c(nnn2-c2ccccc2)c1=O (stereo not given),·,-1.3,-3.6,-9.3,7.1,·,0.4,1.6,17.3,0.5
COc1ccc(S(=O)(=O)N2CCN(Cc3c[nH]c4ccccc34)CC2)cc1,4.1,-1.2,24.4,-11.6,4.5,-0.2,-2.1,2.1,-7.7,1.8
COc1cc(/C=C/C(=O)OCC(=O)NC(=O)NC2CCCCC2)ccc1OC(F)F,1.7,-0.3,9.0,-2.8,9.5,-7.3,1.9,-0.5,3.0,-0.6
Nc1cc2c(cc1N)-c1ccccc1C2,0.1,0.3,-4.5,-12.8,-14.4,16.8,·,7.0,36.5,·
COc1cccc(OCC(=O)Nc2ccccc2NC(C)=O)c1,3.7,-0.5,0.7,1.6,-2.5,0.7,-3.6,-1.5,-4.6,1.3

# No new results follow: an excerpt of the list.
SMILES,phage Ecoli inh,CAL PDZ inh,Tat export inh,PvdQ acylase,Rtt109 Vps75,Wnt bcat act,E coli growth,DAGLB inh,PfHsp90 set2,AddAB inh
O=C(CN1C(=O)CSc2cc(S(=O)(=O)N3CCCCCC3)ccc21)NCCc1ccccc1,0.4,-1.7,1.0,-7.8,5.2,·,-2.0,1.2,9.5,1.9
O=C1NC(=S)SC1=C1CCCCCC1,1.4,-0.6,3.8,1.9,11.0,·,1.8,5.5,-20.1,0.0
CCOC(=O)C(CC)n1cnc2c(nnn2-c2ccccc2)c1=O (stereo not given),·,-1.3,-3.6,-9.3,7.1,·,0.4,1.6,17.3,0.5
COc1ccc(S(=O)(=O)N2CCN(Cc3c[nH]c4ccccc34)CC2)cc1,4.1,-1.2,24.4,-11.6,4.5,-0.2,-2.1,2.1,-7.7,1.8
COc1cc(/C=C/C(=O)OCC(=O)NC(=O)NC2CCCCC2)ccc1OC(F)F,1.7,-0.3,9.0,-2.8,9.5,-7.3,1.9,-0.5,3.0,-0.6
Nc1cc2c(cc1N)-c1ccccc1C2,0.1,0.3,-4.5,-12.8,-14.4,16.8,·,7.0,36.5,·
COc1cccc(OCC(=O)Nc2ccccc2NC(C)=O)c1,3.7,-0.5,0.7,1.6,-2.5,0.7,-3.6,-1.5,-4.6,1.3

# The list goes on:
SMILES,phage Ecoli inh,CAL PDZ inh,Tat export inh,PvdQ acylase,Rtt109 Vps75,Wnt bcat act,E coli growth,DAGLB inh,PfHsp90 set2,AddAB inh
CSc1nc(-c2ccco2)nn1C(=O)c1ccco1,-0.1,-0.6,5.5,-0.2,7.6,-0.3,2.6,-2.3,·,4.3
COc1ccc(CC(=O)N(CCC2=CCCCC2)c2c(N)n(Cc3ccccc3)c(=O)[nH]c2=O)cc1OC,0.2,-0.4,-9.7,-11.2,5.1,1.2,-1.0,4.9,-17.9,-1.2
COc1ccc(N2CC(C(=O)Nc3ccccc3N3CCCC3)CC2=O)c(OC)c1 (stereo not given),1.1,0.1,6.1,-14.7,-3.4,-9.2,1.8,-0.7,-0.1,2.5
COC(=O)CSc1ncnc2c(C)csc12,2.4,0.6,4.5,-8.4,-0.8,-6.5,2.8,·,-12.0,2.2
COc1ccccc1NC(=O)Cn1cncc1-c1ccc([N+](=O)[O-])cc1,2.3,0.7,-8.1,-8.8,3.8,·,-2.3,1.2,·,0.0
CC(C)CN1C(=O)c2ccccc2C1(O)Cc1ccccc1 (stereo not given),2.5,-1.9,7.6,-7.8,-0.1,-4.2,-1.1,-2.8,19.0,1.0
COc1ccc(C(=O)O/N=C(/c2cccs2)C(C)(C)C)cc1,1.9,-1.6,8.6,-11.7,-13.7,4.5,0.8,-10.5,-19.6,-0.3
O=C(Nc1ccc(N2CCCCCC2)cc1)c1ccc[nH]1,3.4,1.0,8.0,-7.8,-5.9,?,0.2,4.2,8.2,2.2
Cc1noc(C)c1C(=O)Nc1ccc2c(c1)CCC2,2.1,0.6,-3.5,-3.7,7.1,·,-2.4,-2.0,-7.6,1.3
O=C(O)CCc1ccc(-c2cccs2)n1NC(=O)c1ccccc1Br,2.0,-0.5,-5.0,-6.6,0.8,-2.3,-0.9,0.5,30.3,0.1
Cc1ccccc1CSc1nccn1-c1ccccc1,3.4,-1.2,-2.1,6.6,9.0,-2.3,1.9,-6.4,14.2,4.0
CCOC(=O)N1CCN(c2c(NCCCN(CC)c3cccc(C)c3)c(=O)c2=O)CC1,0.5,·,1.0,4.8,13.5,-1.9,-0.7,-1.1,9.1,2.1
CCOc1ccc(-c2cc(C(=O)N3CCCC3)c3ccccc3n2)cc1,·,-2.2,-1.5,-10.5,-14.5,·,-2.0,-1.7,6.3,1.5
O=c1[nH]c2ccccc2c(O)c1O,6.4,0.6,0.4,-10.5,175.7*,-1.1,2.0,-1.1,25.2,3.7
C=CC[C@@]12C=C(OC)C(=O)C(OC)=C1O[C@H](c1ccc3c(c1)OCO3)[C@H]2C,0.5,-0.3,3.7,-2.6,-3.6,-0.9,-1.2,1.4,·,-0.8
CN1CCc2c(sc(NC(=O)c3ccc4ccccc4c3)c2C(N)=O)C1,·,-2.8,1.1,-4.5,-65.6,·,0.7,-0.3,·,0.4
NC(=O)NC(=O)COC(=O)c1cccc(NS(=O)(=O)/C=C/c2ccccc2)c1,3.5,-0.9,-6.7,-9.9,-14.0,0.1,-0.8,2.3,3.9,3.1
CC(=O)Nc1ccc(C2=NN(Cc3nnc(-c4ccccc4)o3)C(=O)SC2)cc1,4.2,-2.1,1.9,-3.5,4.9,·,1.0,1.5,-15.8,3.2
COC(=O)c1ccccc1NC(=O)NCc1ccccc1,2.6,-2.8,1.1,-0.4,0.4,-1.5,2.8,-1.5,0.1,1.9

# Part of the list above, limited to PfHsp90 set2.
molecule	PfHsp90 set2
CC(=O)Nc1ccc(C2=NN(Cc3nnc(-c4ccccc4)o3)C(=O)SC2)cc1	-15.8
COC(=O)c1ccccc1NC(=O)NCc1ccccc1	0.1
